Assay outcomes (PubChem)
Mito fusion act – blocks mitochondrial division or promotes mitochondrial fusion | S. cerevisiae fusion-defective mutant growth rescue, CellTiterGlo 48 h | Potency, µM (top dose mostly 46.1 µM), for inactives: at the highest dose growth rescue (activation), actives largely listed as activators | hit rate 0.23% among 320,000 | AID 485298;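 further: potency means the concentration at half of the fitted maximal effect; % of control where 0% means no effect; nearly all actives have a fitted effect of over 45% in size; temperature-sensitive fusion mutants such as fzo1-1 at 37 °C on non-fermentable ethanol glycerol medium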
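Growth-rescue viability read-out: after 48 h at the non-permissive 37C in glycerol/ethanol YPEG, yeast mitochondrial fusion mutants are measured by CellTiterGlo luminescence; compounds (23 nl pinned per well) restoring growth score as division inhibitors or fusion activators.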
MBNL1 CUG block – blocks human MBNL1 binding to CUG repeat RNA; Q9NR56; Potency, µM (doses to about 57.5 µM), for inactives: at the top dose activity change, negative = inhibition, usual class: inhibitors; AID 2675; TR-FRET MBNL1-His/biotin-(CUG)12 binding, 665/545 ratio; hit rate 0.036% among 280,000; active means well fitted inhibition curve with a large enough effect in the signal ratio, with a control signal flat, not every such curve was filed as active; inconclusive means small, poorly fitted or top-dose-only effect, or effect the other way, or a change in a side signal; inactive means no such curve, though single readings can be large or run the other way; the % refers to the signal ratio; further: potency means the concentration at half of the fitted maximal effect; on the % scale 0 is the no-effect control and ±100 the full control effect
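Inhibition of protein-RNA binding appears as loss of TR-FRET between terbium anti-His antibody on MBNL1-His and streptavidin-XL665 on biotin-(CUG)12. Activity is normalized to buffer-only and uninhibited-complex controls.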
PTAP TSG101 blk – blocks PTAP/TSG101 interaction to inhibit HIV-1 budding. Q99816. Fluorescence polarization, FITC-PTAP peptide / Tsg101 binding. Potency, µM (highest dose often 115 µM), inactives show top-dose activity change, negative = inhibition, actives largely listed as inhibitors. 340,000 tested, under 10 active; active means well fitted inhibition curve with a large enough effect in the main read-out, with a control signal flat, not every such curve was filed as active; inconclusive means small, poorly fitted or top-dose-only effect, or effect the other way, or a change in a side signal; inactive means no such curve, though single readings can be large or run the other way; further: potency means the concentration at half of the fitted maximal effect; % of control where 0% means no effect
Target sequence (Q99816 whole entry, looked up): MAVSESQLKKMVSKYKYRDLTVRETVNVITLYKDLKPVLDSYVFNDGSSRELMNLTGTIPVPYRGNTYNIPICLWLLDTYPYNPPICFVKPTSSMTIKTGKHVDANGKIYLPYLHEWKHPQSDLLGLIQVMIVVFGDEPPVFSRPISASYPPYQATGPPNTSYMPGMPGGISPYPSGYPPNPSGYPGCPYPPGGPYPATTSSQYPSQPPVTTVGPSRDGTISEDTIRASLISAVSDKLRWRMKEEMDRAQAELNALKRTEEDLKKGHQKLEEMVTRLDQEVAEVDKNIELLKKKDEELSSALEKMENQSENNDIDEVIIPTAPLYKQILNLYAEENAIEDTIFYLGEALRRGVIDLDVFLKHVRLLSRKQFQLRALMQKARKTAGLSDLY
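Steps: Tsg101 binding domain dispensed (10 uM final), compounds pinned in DMSO, FITC-labeled PTAP-motif peptide added (50 nM final); after 20 min binding at room temperature, polarization measured.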
Menin-MLL TR inh – displaces Texas Red mutant MLL peptide from human menin; AID 1768; Potency, µM (highest dose often 61.6 µM), for inactives: top-dose FP activity change, negative = inhibition, actives largely listed as inhibitors; O00255; hit rate 0.23% among 270,000; Menin + Texas Red MLL mutant peptide, fluorescence polarization; active means well fitted inhibition curve with a large enough effect in the polarisation, with a control signal flat, not every such curve was filed as active; inconclusive means small, poorly fitted or top-dose-only effect, or effect the other way, or a change in a side signal; inactive means no such curve, though single readings can be large or run the other way; the % refers to the polarisation; further: potency means the concentration at half of the fitted maximal effect; % of control where 0% means no effect; many of its hits are not listed in these tables
a7 integrin act – activates integrin-mediated alleviation for muscular dystrophy | alpha7betagal myoblasts, beta-gal FDG fluorescence, 48 h | Potency, µM (doses to about 38.3 µM), without a hit: at the highest dose activation, most hits filed as activators | hit rate 0.064% among 350,000;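 further: potency means the concentration at half of the fitted maximal effect; 100% = response of the positive control SU9516; nearly all actives have a fitted effect of over 60% in size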
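alpha7betagal+/- myoblasts (passage 13, 250/well) treated 48 h at 37C with compounds at 1:260 dilution of DMSO stock. Lysed, then beta-galactosidase activity read as FDG fluorescence (ex 480/em 540) after 30 min, with pre-read for autofluorescence.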
TCR act – activators of T cell receptors. primary human leukocytes, anti-CD3, IL-2 HTRF, 48 h. Potency, µM (series often up to 9.22 µM), for the others: top-dose activation of IL-2 secretion, hits mostly activators. 330,000 tested, under 10 active. AID 504894; further: % of control where 0% means no effect
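IL-2 release read by HTRF sandwich (Eu cryptate donor, d2 acceptor, 665 nm emission) after 48 hr exposure of primary human leukocytes to compound together with anti-CD3 beads in the absence of co-stimulatory signals.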
A-T KAP1 phos – potential ataxia-telangiectasia treatment. Potency, µM (titrated, usually from 57.5 µM), inactives show at the highest dose activation, hits mostly activators. […] A-T fibroblasts, KAP-1 phosphorylation AlphaLISA; neocarzinostatin DNA damage 30 min before lysis. hit rate 0.19% among 320,000; further: potency means the concentration at half of the fitted maximal effect; % of control where 0% means no effect; nearly all actives have a fitted effect of over 45% in size
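hTERT-immortalized A-T patient fibroblasts ([…]), 500 cells/well in OPTI-MEM, 1% FBS, got compounds for 60 min, then NCS for 30 min at 37C. Lysates were then assayed for phospho-KAP-1 by AlphaLISA (anti-pKAP1 donor, anti-KAP1 acceptor beads), 6 hr at 25C.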
MLL CXXC-DNA inh – blocks binding of human MLL CXXC domain to DNA; Q03164; MLL-CXXC / FITC-HOXA9 DNA fluorescence polarization; Potency, µM (doses to about 115 µM), for the others: at the top dose activity change, negative = inhibition, actives largely listed as inhibitors; hit rate 0.037% among 290,000; AID 2662; active means well fitted inhibition curve with a large enough effect in the polarisation, with a control signal flat, not every such curve was filed as active; inconclusive means small, poorly fitted or top-dose-only effect, or effect the other way, or a change in a side signal; inactive means no such curve, though single readings can be large or run the other way; the % refers to the polarisation; further: potency means the concentration at half of the fitted maximal effect
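Fluorescence polarization: 7 uM MLL-CXXC (stock) preincubated 5 min with compounds, then 50 nM fluorescein-HOX-A9 DNA (stock) added; 30 min ambient. Buffer 50 mM Tris-HCl pH 7.5, 50 mM NaCl, 1 mM DTT, 0.05% BSA.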
TSHR antagonist – blocks TSH signaling through the human TSH receptor; P16473; TSHR-expressing cells, TSH-stimulated cAMP HTRF, 2 h; hits give low values; activity change, negative = inhibition, % at 11.5 µM; hit rate 0.2% among 330,000;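 active means activity change below a set negative limit, meaning inhibition stronger than a set level, cut at about -70% in these data; inconclusive means activity change between two set negative limits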; further: on the % scale 0 is the no-effect control and ±100 the full control effect
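TSHR-expressing cells were treated with compounds, then stimulated with TSH at EC80 (4nM final) for 2 hours at 37 deg C. Cellular cAMP was measured by HTRF competition between lysate cAMP and cAMP-d2 for a cryptate-labelled anti-cAMP antibody.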
S-ASM inh – blocks human secretory acid sphingomyelinase; placental ASM, HMU-PC fluorogenic substrate, 60 min; P17405; hit rate 0.006% among 340,000; Potency, µM (titrated, usually from 57.5 µM), for inactives: at the highest dose activity change, negative = inhibition, usual class: inhibitors; further: potency means the concentration at half of the fitted maximal effect
Target sequence (P17405 47-631 limits assumed): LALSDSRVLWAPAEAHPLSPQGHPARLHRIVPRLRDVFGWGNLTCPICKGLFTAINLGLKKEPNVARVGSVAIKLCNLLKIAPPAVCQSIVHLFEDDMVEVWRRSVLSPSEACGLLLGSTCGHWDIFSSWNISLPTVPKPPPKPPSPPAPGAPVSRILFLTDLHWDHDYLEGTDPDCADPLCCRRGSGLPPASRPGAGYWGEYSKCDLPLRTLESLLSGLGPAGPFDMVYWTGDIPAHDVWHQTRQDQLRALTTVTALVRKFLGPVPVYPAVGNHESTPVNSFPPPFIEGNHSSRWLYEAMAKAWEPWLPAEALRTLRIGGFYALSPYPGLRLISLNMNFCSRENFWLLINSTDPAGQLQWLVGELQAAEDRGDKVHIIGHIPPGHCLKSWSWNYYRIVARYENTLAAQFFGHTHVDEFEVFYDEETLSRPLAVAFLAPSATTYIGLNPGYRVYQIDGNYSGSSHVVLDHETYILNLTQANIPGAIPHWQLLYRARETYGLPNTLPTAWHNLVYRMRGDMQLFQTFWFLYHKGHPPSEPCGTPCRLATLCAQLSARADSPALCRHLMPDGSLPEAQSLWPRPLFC
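HMU-PC0 cleavage (9 uM final) by human placental ASM, 60 min at 37 °C following 10 min compound exposure at RT; stopped at pH 10, fluorescence Ex 386/Em 447 nm.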
Active calls of the source: *; ? = inconclusive; nt = no result given; [ ] = another dose, or the depositor's remark. Unless noted, the call rests on the fitted dose curve; in most records, active means well fitted curve in the direction sought with a large enough effect; inconclusive means small, poorly fitted or top-dose-only effect, or another doubt; inactive means no such curve, though single readings can be large; an effect the other way counts as inactive or inconclusive. The list is partial; the hit share may differ from the screen's.

SMILES	Menin-MLL TR inh	TSHR antagonist	a7 integrin act	MBNL1 CUG block	A-T KAP1 phos	TCR act	MLL CXXC-DNA inh	S-ASM inh	PTAP TSG101 blk	Mito fusion act
CS(=O)(=O)N(CC(N)=O)Cc1ccc(Cl)cc1	9.3%	4.7	-28.8%	-5.9%	-1.0%	9.2%	5.5%	-1.0%	-1.0%	0.3%
Cc1ccc(CNC(=O)CSc2nc(N3CCCCC3)nc(N3CCCCC3)n2)cc1	-25.8%	7.4	4.4%	6.5%	-3.3%	6.5%	1.8%	-6.3%	-6.0%	?
C[C@H](O)[C@@H]1C(=O)N2CCc3ccc(N4CCN(C)CC4)cc3[C@@H]2C[C@@H]1N(C)C(=O)Nc1cc(Cl)cc(Cl)c1	nt	nt	-10.0%	nt	nt	2.2%	nt	-0.1%	0.5%	nt
O=C(NCCc1cccs1)c1ccc(Cl)c(Cl)c1	23.8%	-6.9	6.5%	-10.3%	-4.2%	3.8%	-3.7%	-1.8%	2.0%	-1.8%
COc1ccc(C(C)=O)cc1COC(=O)Cc1cc(OC)c(OC)c(OC)c1	-2.0%	18.8	?	-0.4%	-1.5%	-2.7%	-0.6%	-0.3%	-0.2%	8.8%
Cc1ccc2[nH]c(C)c(CC(=O)NCc3ccccc3)c2c1	3.7%	3.2	0.8%	-2.6%	7.4%	4.2%	-10.3%	2.3%	-0.9%	2.3%
CCN(C(=O)c1c(C)cc(=O)oc1C)c1ccc2c(c1)OCO2	16.5%	1.6	-16.1%	-7.1%	-3.2%	nt	0.0%	2.0%	-7.1%	-3.3%
COc1cccc(NC(=O)COC(=O)CCC(=O)c2cccs2)c1	nt	-28.6	4.6%	nt	-5.2%	13.8%	nt	-0.8%	-2.4%	6.7%
COc1ccc(/C=C\C(=O)NCC(=O)N/N=C/c2cccc(OC)c2O)cc1	-5.3%	-8.0	-32.4%	3.9%	-7.3%	0.4%	33.0%[activator]	8.0%	-1.6%	-13.9%
O=C(Nc1ccccc1)C(c1ccccc1)c1ccccc1	-6.3%	-6.3	10.0%	-8.4%	-2.9%	6.6%	18.4%	4.7%	-6.6%	2.3%
CSc1ccccc1NC(=O)Nc1cccc2ccccc12	nt	-47.5	-8.9%	-0.5%	-0.8%	-7.8%	3.7%	3.6%	0.4%	-1.2%
COc1ccc(NC(=O)CCC(=O)c2ccc(Cl)cc2)cn1	nt	-6.4	1.4%	nt	13.4%	-8.9%	nt	4.8%	-8.0%	-2.0%
CCOC(=O)C1=C(c2ccccc2)Nc2nc(C)nn2C1c1cccc(OC)c1OC (stereo not drawn)	-21.3%	-6.6	-6.4%	-3.3%	3.7%	-1.0%	-3.2%	0.9%	0.8%	3.0%
N#Cc1ccc(CSc2nnc(-c3cccc(S(=O)(=O)N4CCCCC4)c3)o2)cc1	11.2%	-26.3	-37.9%	-6.0%	2.2%	1.0%	11.0%	-7.8%	-2.7%	6.9%
COc1ccccc1CCNC(=O)C(=O)c1cn(CC(=O)N2CCOCC2)c2ccccc12	nt	20.6	-1.2%	0.9%	-6.7%	-36.7%	2.1%	-1.5%	-4.5%	-0.1%
CCOC(=O)N1CCC(NC(=O)c2ccc3c(c2)N=C(CC)c2cc(C)ccc2S3)CC1	-8.0%	-4.1	-13.8%	2.3%	-4.0%	0.0%	3.9%	2.9%	-1.7%	-5.0%
CC(C)N(Cc1ccccc1)C(=O)COC(=O)c1cc[n+]([O-])cc1	nt	nt	-33.3%	nt	3.7%	nt	nt	3.7%	-4.8%	nt
CCC(=O)Nc1nnc(S(=O)(=O)N(CC)c2ccc(Cl)cc2)s1	23.4%	7.2	6.1%	-7.1%	10.4%	3.3%	8.1%	0.3%	-2.2%	6.5%
CC(=O)CCc1ccc(OCC(=O)Nc2cccc(S(=O)(=O)N(C)c3ccccc3)c2)cc1	nt	-17.0	-19.0%	nt	-4.6%	3.4%	nt	-4.4%	-0.7%	19.9%
CCc1nc2cc(Cl)c(Cl)cc2nc1CC	nt	9.9	-16.1%	nt	3.7%	-1.1%	9.0%	1.5%	-5.1%	-0.9%
CCNC(=S)NC(=NCc1cccnc1)Nc1nc(C)cc(C)n1	-18.6%	-11.2	0.0%	-4.0%	9.1%	nt	-8.2%	2.7%	-4.7%	-5.4%
COc1ccc(NC(=O)/C=C/c2ccc(OC(F)F)cc2)cn1	22.0%	-19.0	-15.7%	16.7%	-5.3%	-1.8%	-2.1%	1.9%	-0.2%	4.6%
O=C(COC(=O)CNC(=O)c1ccccc1F)Nc1nnc(-c2ccccc2)o1	nt	5.1	13.2%	nt	4.0%	-0.3%	nt	3.2%	-5.4%	1.7%
CC1=C(C#N)C(=O)NC(=O)/C1=C\c1ccc(-c2ccc(C)cc2[N+](=O)[O-])o1	?	-6.3	0.7%	nt	-4.1%	-2.5%	18.7%	1.9%	-4.9%	0.7%
COc1ccc(-n2ccc(=O)c(C(=O)O)n2)cc1	2.7%	2.7	?	-6.0%	-5.9%	-2.3%	-3.6%	7.4%	-0.8%	-0.3%
COc1cccc(/C=N/NC(=O)c2c(-c3ccccc3)noc2C)c1O	?	-5.1	-15.3%	-3.3%	0.7%	-300.7%	-13.1%	1.2%	-0.9%	1.5%
CN(CC(=O)Nc1cccc(F)c1)C(=O)c1cccc(S(=O)(=O)N2CCN(c3ccc(F)cc3)CC2)c1	nt	nt	-25.4%	nt	nt	-4.0%	nt	?	-1.2%	nt
Cc1cccc2nc(CSc3nc4ccccc4o3)cn12	-1.4%	3.9	5.7%	-9.6%	-11.9%	-2.1%[46.1 µM]	1.3%	1.5%	0.4%	-5.7%
CN1CCN(CCCNC(=O)Nc2ccc([N+](=O)[O-])cc2)CC1	-1.4%	0.0	-3.6%	?	-4.5%	-17.4%	?	-2.2%	-4.8%	-1.4%
Cn1c(CS(=O)Cc2c(Cl)cccc2Cl)nnc1SCc1ccc(Cl)cc1 (stereo not drawn)	-28.1%	-3.0	15.0%	-12.4%	-3.1%	-2.1%	17.8%	6.7%	-6.9%	11.3%
O=C(c1cccc(N2C(=O)c3ccccc3C2=O)c1)N1CCCC(C(F)(F)F)C1 (stereo not drawn)	nt	1.2	-7.7%	nt	-0.9%	3.1%	nt	-0.6%	-0.5%	-1.5%
COc1ccc(/C=C2/SC(=O)NC2=O)cc1	22.2%	-2.7	22.9%	?	2.4%	-9.8%	-7.8%	3.0%	-0.2%	8.0%
COc1ccc(NC(=O)CSc2nnc(C3CCCCC3)n2N)cc1OC	9.2%	-1.6	13.4%	-5.4%	3.1%	-2.4%	9.2%	-0.8%	-0.8%	2.6%
COc1ccccc1C(=O)NCC(=O)OCCCOC(=O)CNC(=O)c1ccccc1OC	nt	-8.0	-8.8%	-3.0%	19.4%	2.3%	-11.7%	-0.3%	-1.7%	-1.4%
CCOC(=O)C1C2C=CC3(CN(Cc4cccs4)C(=O)C13)O2 (stereo not drawn)	?	0.6	13.7%	-4.6%	4.0%	1.2%	-1.5%	0.6%	2.1%	2.0%
COc1ccccc1C(=O)Nc1nc2cc3c(cc2s1)OCO3	nt	11.3	?	-8.5%	17.2%	-1.0%	-3.5%	9.5%	-2.3%	-2.7%
COC(=O)c1ccccc1NC(=O)CCCn1nc(C)c2c(C)n(-c3ccccc3)nc2c1=O	nt	27.3	0.0%	-4.2%	5.3%	-0.6%	0.8%	-2.2%	-1.9%	5.8%
CC(C)(C)OC(=O)NCC12C=CC(O1)C1C(=O)N(Cc3ccccc3)C(=O)C12 (stereo not drawn)	2.3%	-9.1	0.0%	21.1%	nt	-4.2%[46.1 µM]	9.7%	1.0%	0.9%	-0.6%
COc1ccc(C2=Nc3ccccc3OC2)cc1	-7.3%	-13.0	-21.7%	16.6%	-3.1%	11.9%	-4.1%	0.1%	1.9%	-1.1%
Cc1cc(OC(C)C(=O)N2CCN(c3ccccc3)CC2)c2c(C)c(C)c(=O)oc2c1 (stereo not drawn)	nt	-7.2	12.6%	41.6%[activator]	-12.3%	-5.2%	9.2%	-12.6%	-1.9%	0.4%
